Assay outcomes: PubChem BioAssay, National Center for Advancing Translational Sciences (NCATS)
HT1080-NT tox: kills 2HG-producing HT-1080-NT fibrosarcoma cells. HT-1080-NT fibrosarcoma viability, CellTiter-Glo ATP luminescence, 48 h. Potency, µM (highest dose often 46.1 µM), inactives show at the highest dose activity, negative = less viability, hits mostly cytotoxic. hit rate 1.6% among 360,000;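 note: NT is the 2HG producing partner of a matched IDH1 knockdown line; 0% = DMSO-treated cells and -100% = media-only wells without cells; nearly all actives have a fitted effect of over 55% in size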
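Viability of the 2HG-overproducing fibrosarcoma line after 48 hours of compound exposure at 37 degrees C was determined by luminescence with CellTiter-Glo, and concentration-effect curves were then fitted and categorized.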
KB-3-1 cytotox: kills parental KB-3-1 adenocarcinoma cells. KB-3-1 viability, CellTiter-Glo ATP luminescence, 72 h. Potency, µM (highest dose often 46.1 µM), for the others: at the highest dose activity change, negative = cytotoxic, most hits filed as cytotoxic. hit rate 1.4% among 400,000. AID 1347075; note: % is set by controls: 0 for no effect and ±100 for the full control effect; nearly all actives have a fitted effect of over 60% in size
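KB-3-1 cells, DMEM (no phenol red) + 10% FBS; compound by pin transfer, 72 h, 37 °C. Readout: CellTiter-Glo luminescence after 10 min. Data normalized, curve-fitted.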
SW480 rerep: induces DNA re-replication in SW480 colon adenocarcinoma cells. SW480 DNA re-replication, Hoechst DNA content imaging, 48 h. Potency, µM (top dose mostly 46.1 µM), for the others: at the top dose re-replication activation, hits mostly activators. hit rate 1.8% among 340,000. AID 624297; note: % of control where 0% means no effect; nearly all actives have a fitted effect of over 55% in size
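Image-based DNA-content assay: after two days of treatment, nuclei were labelled with the DNA dye Hoechst and imaged, and hits were compounds raising the count of nuclei showing high fluorescence intensity.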
KB-V1 cytotox: KB-V1 MDR subline cytotoxicity | Potency, µM (doses to about 46.1 µM), for the others: at the top dose activity change, negative = cytotoxicity, actives largely listed as cytotoxic | hit rate 3.4% among 400,000 | KB-V1 MDR cells viability, CellTiter-Glo, 72 h; note: % is set by controls: 0 for no effect and ±100 for the full control effect; nearly all actives have a fitted effect of over 60% in size
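qHTS viability screen in drug-selected KB-V1 MDR cells: 72 h compound treatment at 37 degrees C, ATP luminescence end point.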
GLP1R inv ag: inverse agonists of human GLP-1 receptor | AID 624417 | Potency, µM (top dose mostly 38.3 µM), for inactives: at the top dose activity change, negative = inhibition, usual class: inhibitors | P43220 | hit rate 1.6% among 410,000 | HEK293 GLP-1R CRE-luciferase, luminescence, 24 h; GLP-1R form is constitutively active; note: % is set by controls: 0 for no effect and ±100 for the full control effect; nearly all actives have a fitted effect of over 55% in size
Target sequence (P43220 whole entry, looked up): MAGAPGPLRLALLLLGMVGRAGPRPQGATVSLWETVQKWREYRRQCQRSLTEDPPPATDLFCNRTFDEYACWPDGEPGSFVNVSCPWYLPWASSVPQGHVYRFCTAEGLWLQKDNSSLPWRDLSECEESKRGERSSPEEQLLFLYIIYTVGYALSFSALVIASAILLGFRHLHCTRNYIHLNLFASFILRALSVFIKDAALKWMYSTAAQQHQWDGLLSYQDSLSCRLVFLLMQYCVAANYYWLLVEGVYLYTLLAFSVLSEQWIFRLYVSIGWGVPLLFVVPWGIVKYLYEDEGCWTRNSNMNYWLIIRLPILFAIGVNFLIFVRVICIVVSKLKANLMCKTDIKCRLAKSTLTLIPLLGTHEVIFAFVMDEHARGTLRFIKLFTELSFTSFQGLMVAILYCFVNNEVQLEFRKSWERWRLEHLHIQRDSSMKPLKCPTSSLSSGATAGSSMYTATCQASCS
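Seeding at 200 cells/uL, 12 h culture, 24 hr compound treatment, then luciferase reagent and a luminescence read; cells are HEK293 stably expressing a constitutively active GLP-1R plus cAMP-responsive luciferase.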
HT1080 IDH1KD tx: toxicity to HT-1080 IDH1 knockdown cells (counter line). HT-1080 IDH1 knockdown viability, ATP luminescence, 48 h. AID 686971. hit rate 2% among 360,000. Potency, µM (titrated, usually from 46.1 µM), for the others: at the top dose activity, negative = toxicity, most hits filed as cytotoxic;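 note: 0% = DMSO wells and -100% = cell-free medium wells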
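Viability of IDH1-knockdown HT-1080 fibrosarcoma cells was assessed by CellTiter-Glo after 48 h at 37 °C with titrated compound; concentration-effect curves were classified by fit quality and response size.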
GLP1R cytotox: cytotoxicity in counter-screen for GLP-1R inverse agonists | HEK293 cAMP-luciferase reporter cells, luminescence, 24 h | Potency, µM (doses to about 38.3 µM), without a hit: top-dose activity change, negative = inhibition, hits mostly inhibitors | hit rate 0.13% among 410,000 | AID 624418;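 note: loss of luciferase light is scored as toxicity; % is set by controls: 0 for no effect and ±100 for the full control effect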
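MLSMR compounds, 24 hr on cells at 37 deg C/5% CO2; luminescence after luciferase reagent (12 min RT). Inhibition counted as the undesired cytotoxic outcome.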
GLP-1R agonist: activates the human GLP-1 receptor; P43220; HEK293 GLP-1R CRE-luciferase, luminescence, 4-6 h; cells express a hypersensitive GLP-1R form; Potency, µM (highest dose often 45.6 µM), for the others: at the highest dose activation, most hits filed as activators; hit rate 0.007% among 380,000; note: % of control where 0% means no effect
TDP43 rescue: inhibitors of TDP-43 toxicity in yeast; TDP-43 expressing yeast growth rescue, BacTiter-Glo, 24 h; Potency, µM (doses to about 46.1 µM), inactives show at the top dose growth rescue (activation), hits mostly activators; hit rate 1.8% among 410,000; note: % of control where 0% means no effect; nearly all actives have a fitted effect of over 50% in size
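In this qHTS, compounds that restore growth of yeast expressing TDP-43 appear as activators. Cells (OD600=0.02, galactose medium, raffinose-pregrown) are incubated with compound 24 hr at 30 deg C and growth is quantified by BacTiter-Glo.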
Starred values were filed as active, the others as inactive; ? = inconclusive; . = not tested or not shown; & = joins results of further samples; [ ] = dose if it differs, or a comment. Calls come from the whole dose curve; as a rule, active = well fitted curve in the direction sought with a large enough effect; inconclusive = small, poorly fitted or top-dose-only effect, or another doubt; inactive = no such curve, though single readings can be large; an effect the other way counts as inactive or inconclusive. Potency is the fitted concentration of half-maximal effect.

The line under a structure holds: HT1080-NT tox	KB-3-1 cytotox	SW480 rerep	KB-V1 cytotox	GLP1R inv ag	HT1080 IDH1KD tx	GLP1R cytotox	GLP-1R agonist	TDP43 rescue
- O=C(CN1CCN(C(=O)c2cccc(S(=O)(=O)N3CCCC3)c2)CC1)Nc1cccc(F)c1
 : 5%	5%	-11%	-5%	-14%	1%	-19%	5%	-9%
- Clc1cccc(CSc2nccn2-c2ccccc2)c1
 : 12%	10%	-7%	5%	0%	5%	-4%	23%	17%
- Cc1ccc(SCCN2CCC(NC(=O)OCc3ccccc3)CCC2=O)cc1 (configuration not stated)
 : 1%	0%&-6%	0%	?	?	-2%	-5%	12%	13%
- Cn1c(SCC(=O)O)nnc1-c1cccc(NC(=O)c2cccc3ccccc23)c1
 : 1%	2%	?	20%	-23%	5%	-27%	-2%	6%
- Cc1ccc(S(=O)(=O)N2CCN(C(=O)C3CCCCC3)CC2)cc1
 : 6%	7%	?	-14%	0%	-8%[9.24 µM]	5%	0%	-1%
- CC(C)C(=O)Nc1cc(=O)[nH]c2ncnn12
 : 1%	-18%	-1%	?	1%	4%	0%	-1%	-2%
- CC(C)(O)CNC(=O)C(Cc1ccccc1)N1C(=O)c2ccccc2C1=O (configuration not stated)
 : 11%	-4%	5%	1%	12%	6%	0%	0%	4%
- Cc1c(Cl)cccc1NC(=O)CNC(=O)Cc1c[nH]c2ccccc12
 : -5%	-2%	-11%	13%	?	-1%	-9%	2%	8%
- COc1cccc(N2CCN(S(=O)(=O)c3cc(Br)cc4c3N(C(=O)C3CC3)CC4)CC2)c1
 : .	-8%	.	8%	3%	.	3%	0%	21%
- COC(=O)C1CCN(C(=O)c2cc(-c3ccco3)nc3ccccc23)CC1
 : -3%	-3%	2%	-1%	7%	-4%	0%	0%	7%
- CCN1C(=O)/C(=C2/Sc3ccccc3N2CC)SC1=S
 : 7%	-2%	-11%	-6%	11%	13%	1%	-1%	0%
- CCCCN(C)C(=O)c1nc2ccccn2c1CNCCCn1ncc2ccccc21
 : -2%	-1%	-18%	-24%	?	-9%	-7%	12%	-13%
- Cc1ccc2nc(-c3cccc(N)c3)[nH]c2c1
 : ?	?	-6%	0%	?	?	-6%	-9%	-24%
- Cc1ccc(N(CCC(=O)O)S(=O)(=O)c2ccccc2)cc1
 : 2%	1%	-2%	-18%	21%	7%	69%[activator]	8%	9%
- O=C(Nc1ccc(S(=O)(=O)N2CCOCC2)cc1)c1cccnc1
 : 7%	4%	?	10%	34%	-3%	11%	2%	-30%[inhibitor]
- COc1cccc(CNC(=O)C2(C)Oc3ccccc3NC2=O)c1 (configuration not stated)
 : 0%	2%	-7%	15%	-13%	-2%	-21%	-5%	-6%
- Cc1cc(C)n(-c2ccc(F)cc2)c(=O)c1C(=O)O
 : 53%	9%	-10%	10%	12%	15%	-13%	-6%	-15%
- CCCCc1nc(SCc2ccc([N+](=O)[O-])cc2)n[nH]1
 : ?	7%	-34%	?	-9%	-9%	?	13%	19%
- O=C(O)c1ccc(S(=O)(=O)Nc2ccc(O)c(Sc3nc4ccccc4s3)c2)cc1
 : -10%	-4%	-4%	-3%	-6%	0%	-1%	3%	9%
- O=C(OCc1nnc(-c2ccc(Cl)cc2)o1)c1ccc(=O)n(Cc2ccccc2)n1
 : 13%	4%	-5%[9.22 µM]	11%	7%	13%	4%	-11%	-10%
- COc1ccc(Cl)cc1S(=O)(=O)N1CCC(c2ccncc2)CC1
 : .	-23%	.	?	-2%	.	2%	.	29%
- Cn1c(N)c(C(=O)CSc2n[nH]c(N)n2)c(=O)n(C)c1=O
 : 5%	-2%	9%	12%	15%	6%	10%	7%	-13%
- C[C@H]1NC(=O)[C@@]2(C)[C@H](c3ccccc3)[C@H]3COc4ccccc4[C@@H]3N2C1=O
 : 10%	14%	11%	17%	5%	4%	-8%	-5%	10%
- COc1cccc(C(=O)c2cn(CC(=O)NCc3ccco3)c3nc(C)ccc3c2=O)c1
 : -3%	-1%	2%	?	11%	-3%	-3%	-5%	-23%
- Cc1ccc(S(=O)(=O)c2cn(CC(=O)Nc3ccc4c(c3)OCO4)c3ccccc3c2=O)cc1C
 : .	?	.	5%	-23%	.	4%	0%	-4%
- CC(=O)N1N=C(c2cccs2)CC1c1cccs1 (configuration not stated)
 : 19%	0%	-10%	-6%	6%	1%	4%	18%	10%
- O=C(CN1CCN(C(=O)C2CCCO2)CC1)Nc1c(Cl)cccc1Cl (configuration not stated)
 : -4%	.	-6%	.	4%	15%	-1%	2%	3%
- CCCC1=Nc2cc(C(=O)N3CCCC3)ccc2Sc2ccc(C)cc21
 : -14%	-2%	?	?	?	?	-22%	13%	-2%
- CC(C)NCCOc1cccc(Br)c1
 : -7%	-1%	-8%	36%	-17%	3%	-1%	-4%	-6%
- CC(=O)NC1C(=O)N(CC(C)C)c2ccccc21 (configuration not stated)
 : 4%	1%	-17%	10%	3%	0%	6%	-8%	8%
- CN(C)c1ccc(C(=O)OCC(=O)Nc2cccc(S(=O)(=O)N3CCCC3)c2)cc1
 : -1%	-18%	4%	16µM*	?	-2%	-7%	1%	-16%
- CCOC(=O)CCc1c(C)nc(-n2[nH]c(C)c(CCO)c2=O)[nH]c1=O
 : 0%	5%	0%	1%	-6%	?	-16%	-1%	15%
- Nc1nnc(SCC(=O)NC2CCCc3ccccc32)s1 (configuration not stated)
 : -5%	-9%	1%	15%	-4%	1%	-1%	-1%	0%
- Cc1cccc(C)c1NC(=S)NCCc1ccccn1
 : 10%	0%	-2%	5%	23%	8%	-13%	-11%	-4%
- COc1ccc(S(=O)(=O)NC(=O)C2(C)CCN2C(=O)C2CCCCC2)cc1OC (configuration not stated)
 : 20%	0%	.	0%	25%	12%	11%	-1%	-6%
- CC1CCC(NC(=O)c2ccc(Br)o2)CC1 (configuration not stated)
 : 6%	-3%	.	12%	-27%	10%	3%	-2%	8%
- NS(=O)(=O)c1ccc(CCNc2cc(=O)n(Cc3ccc(F)cc3)c(=O)[nH]2)cc1
 : 7%	3%	-1%	-1%	2%	-12%	7%	-8%	-28%
- COc1ccc(NC(=O)CSC2=Nc3ccccc3C3=NC(CCC(=O)NC4CCCCC4)C(=O)N23)cc1Cl (configuration not stated)
 : .	7%	.	17%	2%	.	3%	.	11%
- Cc1ccc(-n2c(C)nc3c(cnn3-c3ccccc3Cl)c2=O)cc1C
 : 17%	?	3%	21µM*	-26%	-1%	-20%	-5%	11µM*
- CC(C)[C@H](NS(=O)(=O)c1ccc2c(c1)OCCO2)C(=O)OCC(=O)Nc1cccc(Cl)c1Cl
 : -3%	21%	-1%	-3%	?	-10%	-8%	-4%	18%
- CCN1CCc2c(OCC(=O)N3CCC(C)CC3)cccc2C1=O
 : 13%	24%	-5%[1.84 µM]	6%	1%	11%	-22%	-1%	.
- CCC(NC(=O)NCc1ccccc1)(C(F)(F)F)C(F)(F)F
 : -1%	14%	2%	-5%	?	6%	-2%[1.53 µM]	6%	-13%
- CC1CCCCN1C(=O)C(=O)c1cn(CC(=O)N2CCCCCC2)c2ccccc12 (configuration not stated)
 : -21%	1%	1%	-6%	-13%	-2%	-22%	0%	-21%
- CCOC(=O)c1cccc(-n2c(C)cc(C=O)c2C)c1
 : -2%	-1%	-2%	?	-9%	-9%	-11%	12%	24%
- Clc1ccc2c(c1)C1=C(C(c3ccncc3)O2)C(c2ccc(Br)cc2)n2ncnc2N1 (configuration not stated)
 : ?	?	?	-31%	0%	?	-20%	4%	-3%

The last 5 compounds of the section before open the next one.
The line under a structure holds: HT1080-NT tox	KB-3-1 cytotox	SW480 rerep	KB-V1 cytotox	GLP1R inv ag	HT1080 IDH1KD tx	GLP1R cytotox	GLP-1R agonist	TDP43 rescue
- CCN1CCc2c(OCC(=O)N3CCC(C)CC3)cccc2C1=O
 : 13%	24%	-5%[1.84 µM]	6%	1%	11%	-22%	-1%	.
- CCC(NC(=O)NCc1ccccc1)(C(F)(F)F)C(F)(F)F
 : -1%	14%	2%	-5%	?	6%	-2%[1.53 µM]	6%	-13%
- CC1CCCCN1C(=O)C(=O)c1cn(CC(=O)N2CCCCCC2)c2ccccc12 (configuration not stated)
 : -21%	1%	1%	-6%	-13%	-2%	-22%	0%	-21%
- CCOC(=O)c1cccc(-n2c(C)cc(C=O)c2C)c1
 : -2%	-1%	-2%	?	-9%	-9%	-11%	12%	24%
- Clc1ccc2c(c1)C1=C(C(c3ccncc3)O2)C(c2ccc(Br)cc2)n2ncnc2N1 (configuration not stated)
 : ?	?	?	-31%	0%	?	-20%	4%	-3%
- NCCCC[C@H]1CNC(=O)C(=O)N1CC1CCCCC1
 : 0%	11%	3%	10%	16%	2%	14%	8%	2%
- Cc1nn(-c2ccc(Cl)cn2)c2c1C(=O)CC(C)(C)C2Br (configuration not stated)
 : 5%	6%	?	7%	?	5%	-2%	5%	?
- CCOC(=O)N1CCN(Cc2nc3c(c(=O)n(C)c(=O)n3C)n2CCC(C)C)CC1
 : -2%	1%	-15%	-8%	3%	9%	-23%	-3%	16%
- O=C1CCC[C@@H]2Cc3nc4ccccc4cc3[C@@H]3CCN1[C@H]23
 : 8%	0%&12%	?	?	20%	-1%	0%	-3%	6%
- COc1ccc(NCc2ccccc2[N+](=O)[O-])cc1OC
 : -5%	8%	19%	21µM*	12%	1%	-2%	6%	19%
- Cc1oc(S(=O)(=O)N(C)C)cc1C(=O)Nc1ccc(F)cc1
 : 8%	3%	-19%	3%	13%	8%	-8%	0%	11%
- COC(=O)C1(S(=O)(=O)C2(C(=O)OC)CCCC2)CCCC1
 : 3%	3%	1%	-4%	0%	5%	10%	7%	0%
- COc1ccc(CCNC(=O)C2CC(c3ccccc3F)=NO2)cc1 (configuration not stated)
 : 5%	17%	-7%	7%	7%	8%	0%	-4%	6%
- Cc1cc(S(=O)(=O)Nc2cccnc2)c(C)s1
 : 10%	-5%	-1%	?	5%	9%	9%	-4%	-6%
